mcGAS RapidFire: inhibitors of Mus musculus cyclic GMP-AMP synthase, initial high-throughput assay, cell-free, RapidFire MS; Q8C6L5; recombinant mouse cGAS, cGAMP by RapidFire MS; inhibition, % at 12.5 µM; 130,000 tested, 0.18% active; AID 1259397, 2018;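 active = inhibition of cGAS enzyme activity at or above 60%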;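 note: enzyme stimulated by 45 bp dsDNA with ATP and GTP substrates; cGAMP share of summed cGAMP plus half ATP and half GTP signals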
Target sequence (Q8C6L5 whole entry, looked up): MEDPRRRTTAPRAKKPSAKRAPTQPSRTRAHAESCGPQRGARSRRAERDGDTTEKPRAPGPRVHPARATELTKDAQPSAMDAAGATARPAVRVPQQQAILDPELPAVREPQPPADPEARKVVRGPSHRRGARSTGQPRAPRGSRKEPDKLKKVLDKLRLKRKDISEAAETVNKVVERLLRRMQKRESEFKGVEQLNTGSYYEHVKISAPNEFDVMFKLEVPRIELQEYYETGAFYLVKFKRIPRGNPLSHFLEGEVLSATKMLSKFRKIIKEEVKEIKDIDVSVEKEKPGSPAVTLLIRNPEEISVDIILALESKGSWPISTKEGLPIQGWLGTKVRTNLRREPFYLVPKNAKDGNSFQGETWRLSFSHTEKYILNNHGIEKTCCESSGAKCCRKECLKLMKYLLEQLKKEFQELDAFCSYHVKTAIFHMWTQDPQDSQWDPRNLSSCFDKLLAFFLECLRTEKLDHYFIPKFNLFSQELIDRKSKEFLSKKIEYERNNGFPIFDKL
Numbers without * were called inactive; & = joins results of further samples. The list is partial. The share of hits here may be higher or lower than overall.

The opening six records, ahead of the listing:
SMILES	mcGAS RapidFire
N#CC(=NNc1ccc2c(c1)OCO2)c1nc2ccccc2s1	57
CN(Cc1cn[nH]c1-c1ccc(F)cc1)C(=O)Cc1ccsc1	-10
CCCNC(=O)c1cnn(-c2ccc(C)cc2)c1C	-3
CC1(C)OC(c2ccccc2)=C/C(=C\C=C(C#N)C#N)O1	-2
CC(=O)C1=C(C(F)(F)F)C(=O)OC1(C)N1CCOCC1 (centres undefined)	5
CC1=CC(=NN=c2sc3ccccc3n2C)CC(C)(C)C1	-2

This part in full, from the start:
SMILES	mcGAS RapidFire
N#CC(=NNc1ccc2c(c1)OCO2)c1nc2ccccc2s1	57
CN(Cc1cn[nH]c1-c1ccc(F)cc1)C(=O)Cc1ccsc1	-10
CCCNC(=O)c1cnn(-c2ccc(C)cc2)c1C	-3
CC1(C)OC(c2ccccc2)=C/C(=C\C=C(C#N)C#N)O1	-2
CC(=O)C1=C(C(F)(F)F)C(=O)OC1(C)N1CCOCC1 (centres undefined)	5
CC1=CC(=NN=c2sc3ccccc3n2C)CC(C)(C)C1	-2
CC(C(=O)O)c1cccc(C(=O)c2ccccc2)c1 (centres undefined)	0&0
CCC(C)C(NS(C)(=O)=O)C(=O)NCc1ccc(F)cc1 (centres undefined)	-1
N#Cc1ccc(CN2CCN(C(=O)CNC(=O)c3ccco3)CC2)cc1	-3
CCN(CC)CCNc1cc(C(C)C)c(C#N)c2nc3ccccc3n12	-3
O=C(Nc1ccccc1OCCCc1ccccc1)C1CCOC1 (centres undefined)	-22
COC(=O)C(CC(C)C)NC(=O)c1nc(N2CCOCC2)ncc1Cl (centres undefined)	-27
O=[N+]([O-])c1cc(Cl)cc2c1OC(=CCOc1ccc(F)cc1)C2N1CCOCC1 (centres undefined)	-21
Cc1ncc(C(=O)NC(C)(C)c2ccccc2)s1	-9
CNC(=O)C1Cc2ccccc2CN1Cc1nc(-c2cccc(Cl)c2)no1 (centres undefined)	-4
CCOC(=O)c1cccnc1Oc1ccc(F)cc1	-4
O=C(c1c2c(nc3ccccc13)CCN(CCc1ccccc1)C2)N1CCCC1c1ccccn1 (centres undefined)	-6
Cc1nn(-c2ccc(F)cc2)c(C)c1C(=O)NCc1n[nH]c2c1CCC2	-13
CC(C)C(NC(=O)c1ccc(F)cc1)C(=O)N1CCN(C(C)C(=O)N2CCCCC2)CC1 (centres undefined)	-5
COC(=O)NCC1CN(c2ccc(C)cc2)C(=O)O1 (centres undefined)	-9
CNc1snc(C)c1C(=O)OC(C)C(=O)NC1CCCC1 (centres undefined)	-3
Cc1cn2c3c(=O)n(Cc4ccc(Cl)cc4)c(=O)n(C)c3nc2n1C	-9
Cc1[nH]c2c(CNC(=O)Cc3ccccc3)cc(F)cc2c1C	-8
O=C(c1ccc(-c2ccccc2)cc1)C1CCCN(C(=O)CSc2ncccn2)C1 (centres undefined)	-11
Cc1ccc(C(=O)NC(C(=O)N=c2sccn2C)C(C)C)cc1 (centres undefined)	-4
Next part
SMILES	mcGAS RapidFire
COc1ccc(CN2CCCC(CNC(=O)C3(N)CCC3)C2)c(C)c1 (centres undefined)	-17
O=C(NC(NC(=S)Nc1ccc(F)c([N+](=O)[O-])c1)C(Cl)(Cl)Cl)C(c1ccccc1)c1ccccc1 (centres undefined)	1
Cc1cc(OCC(=O)NCc2ccccc2Br)nc(N2CCN(c3ccccc3)CC2)n1	-12
Cc1ccc(-n2c(C)ccc2C)c(O)c1	7
Cc1ccc(-n2ncc3c(=O)n(NC(=O)CC(C)(C)C)cnc32)cc1C	-4
O=c1c(Cl)c(NCCO)ncn1-c1ccccc1	-1
Cc1cccnc1CN(C)C(=O)C(O)c1ccc(C(F)(F)F)cc1 (centres undefined)	1
O=C(CSc1nnc(-c2ccccc2)n1-c1ccccc1)N/N=C\c1ccc(OCc2ccccc2)cc1	-10
OCc1csc(-c2cccc3cnccc23)n1	-4
CCC(C)[C@H]1O[C@]2(CC[C@@H]1C)C[C@@H]1C[C@@H](C/C=C(\C)[C@@H](OC3C[C@H](OC)C(O[C@H]4C[C@H](OC)[C@@H](O)[C@H](C)O4)[C@H](C)O3)[C@@H](C)/C=C/C=C3\CO[C@@H]4[C@H](O)C(C)=C[C@@H](C(=O)O1)[C@]34O)O2 (some centres undefined)	-1
O=C(Nc1nnc(-c2ccsc2)o1)NC(c1ccccc1)c1ccccc1	-6
COC(=O)Nc1ccc2c(c1)C(=O)Nc1ccccc1O2	-11
COc1ccc(N2CCN(C(=O)C3CCCCC3C(=O)NCCc3cccs3)CC2)cc1 (centres undefined)	1
Cc1nnc(SCc2cc(=O)oc3cc(C)c(C(C)C)cc23)s1	14
COc1nn(C)cc1C(=O)NC1CCCCCC1	-23
CCOC(=O)C1(Cc2ccccc2Cl)CCN(C(=O)c2ccc(OC)o2)CC1	-2
CCNC(=O)[C@@H]1C[C@H](N)CN1Cc1nn(C)c2cccc(Cl)c12	-36
Cc1nc(N(C)C)nc(N2CCCC(O)C2)c1C (centres undefined)	3
CC(=O)c1c(OCc2ccccc2)cc(OCc2ccccc2)c(C)c1O	0
Clc1cccc2sc(NCCCn3ccnc3)nc12	1
Cc1cccc(-n2ccnc2SC(C)C(=O)N(C)Cc2cccc(F)c2)c1 (centres undefined)	-30
Cc1cc2ncn(S(=O)(=O)c3ccc(F)cc3)c2cc1C	15
Cc1ccc(Br)cc1S(=O)(=O)Nc1c(C)nn(C)c1C	-2
CN(C)S(=O)(=O)c1ccc(NC(=O)c2cccc(C#N)c2)cc1	-9
CC1CCN(Cc2ccc(C(=O)N3CCCC(O)(CO)CC3)o2)CC1 (centres undefined)	-4
Next section
SMILES	mcGAS RapidFire
O=C1C2CC=CCC2C(=O)N1c1ccc(OCc2ccccc2)cc1 (centres undefined)	-1
Cc1cccc(NC(=O)CC(=O)N(C)Cc2cc(C(C)(C)C)n[nH]2)c1C	-35
CNc1ncccc1C(=O)N1CCn2cncc2C1	-3
O=C(CN1C(=O)NC2(CCCC2)C1=O)Nc1nnc(C23CC4CC(CC(C4)C2)C3)s1	-4
CCOC(=O)c1cc2cc3cc(C)ccc3nc2s1	-24
CC(C)c1cc(C2CCN(C(=O)C[C@@H]3C[C@@H]4C=C[C@H]3C4)CC2)[nH]n1	-14
Cc1ccc(CCCC(=O)N2CC(OCC(=O)N(C)C)C2)cc1	-4
O=C(c1ncoc1C1CC1)N1CCC2(CCCN(CC3CCC3)C2=O)C1 (centres undefined)	-8
CCCc1cc(N2CCCCC2CC(C)C)n2ncnc2n1 (centres undefined)	-5
Cc1cc(C(=O)Nc2c(C)nc3c(C)cccn3c2=O)ccc1[N+](=O)[O-]	-13
Cc1ccc(C(=O)NC(C)c2cccc(Br)c2)cn1 (centres undefined)	-4
COc1ccc(OC)c(NC(=O)c2ccc(N3CCCC(C(N)=O)C3)cc2)c1 (centres undefined)	11
CC1c2ccsc2CCN1C(=O)COc1ccc2c(c1)CCC(=O)N2 (centres undefined)	-1
C=CC[N@@+]12CC[C@]34c5ccccc5N5/C=C6\C7N(/C=C(\C53)[C@@H](C[C@@H]41)/C(=C/CO)C2)c1ccccc1[C@@]71CC[N@@+]2(CC=C)C/C(=C\CO)[C@@H]6C[C@@H]12 (some centres undefined)	3
CCOc1ccc(OCCOc2ccc(Br)cc2)cc1	-3
CSc1ccc(C)c(C(=O)N2CCCC2)c1	-7
Cn1cccc1CNCCCN1CCOCC1	2
COc1ccccc1N(C)S(=O)(=O)c1ccc2c(c1)c(=O)nc1cc(C)ccn12	-2
COC(=O)c1cc(S(=O)(=O)N2CCOCC2)cn1C	-4
Cc1cc(=O)[nH]c2n[nH]c(=S)n12	30
O=C(Nc1ccc(-c2cccc(F)c2)cc1)C1CCCN(C(=O)Cn2cccn2)C1 (centres undefined)	2
Cc1ccsc1C(Cn1cnc(-c2ccccc2)c1-c1cnn(C)c1)N(C)C (centres undefined)	-14
Cc1ccc(OCCN2CCC2(C)C(=O)Nc2cccc(Oc3ccccc3)c2)cc1 (centres undefined)	-5
CN1[C@H]2CC[C@@H]1CN(Cc1c(C(=O)N3CCCC3)nc3ccccn13)CC2	-21
Cc1ccc(Oc2ncccc2CNC(=O)c2scc3c2OCCO3)cn1	-16

In the list so far, these have a tert-butyl group.
SMILES	mcGAS RapidFire
Cc1ccc(-n2ncc3c(=O)n(NC(=O)CC(C)(C)C)cnc32)cc1C	-4
Cc1cccc(NC(=O)CC(=O)N(C)Cc2cc(C(C)(C)C)n[nH]2)c1C	-35

(next part)
SMILES	mcGAS RapidFire
COc1ccc(C(CNC(=O)c2ncc(Cl)c(Cl)c2Cl)N2CCOCC2)cc1 (centres undefined)	2
COc1ccc(C(=O)Nc2cc(OC)nc(OC)n2)cc1	-3
CCOC(=O)c1sc(N=CN(C)C)nc1C	-8
CCOc1ccc(-n2nnc(C(N)=O)c2N)cc1	-7
O=C(O)C1CN(c2nc3c(c(C(F)(F)F)n2)CCCC3)CCN1 (centres undefined)	-17
CC1/C=C/C=C/CC/C=C/C=C/C=C/C=CC(O[C@@H]2O[C@H](C)[C@@H](O)[C@H](N)[C@@H]2O)CC(O)C(C(=O)O)C(O)CC(=O)CC(O)C(O)CCC(O)CC(O)CC(O)CC(=O)OC(C)C(C)C1O (some centres undefined)	8
Cc1ccc(S(=O)(=O)N2CCN(CC(=O)Nc3ccon3)CC2)cc1	-6
CN(CC(=O)Nc1ccccc1C(F)(F)F)C(=O)/C=C/c1ccc2c(c1)OCCCO2	-4
CCCOC1Sc2nnc(C)n2N=C1c1ccccc1 (centres undefined)	0
Cn1ccn2ncc(C(=O)NCc3cccnc3N3CCCC(O)C3)c12 (centres undefined)	-7
COc1ccccc1CNC(=O)c1cc(F)ccc1N1CCOCC1	-5
CCc1ccc(OCC(=O)NNC(=O)C2CCCc3ccccc32)cc1 (centres undefined)	-6
c1ccc(COc2cncc(N3CCC(n4ccnc4)CC3)n2)cc1	-13
CC(C)(C)CC(=O)NCc1ccc(NC(N)=O)cc1	-7
CCOc1c(CNCC2CCCO2)cc(Cl)cc1OC (centres undefined)	-8
Cc1ccc(NC(=S)Nc2ncccc2C)cc1	-5
c1cc(-c2n[nH]c(C3CC3)n2)cc(-n2cnnc2)c1	-8
O[C@@H]1C[C@H]2CN(Cc3cnc(NCc4ccccc4)nc3)C[C@H]2C[C@@H]1O	-21
CCn1nc(C(=O)NCC2CCCCC2)cc1-c1ccco1	-1
CC(C)(C)c1nc2ccc(NC(=O)CC3(C(=O)O)CCCC3)cc2[nH]1	-3
CCCC(=O)N1CCC1(C)C(=O)NS(=O)(=O)c1ccc(C#N)cc1 (centres undefined)	-9
O=C(c1ccc(F)c(F)c1)N1CCC(c2nc3cc(Cl)ccc3s2)CC1	-12
Clc1ccc(Nc2nnc3ccc(Cl)cn23)cc1	-10
Cc1ccc(C(=O)N2CCN(C3=NCC(C)S3)CC2)cc1F (centres undefined)	-9
CN(Cc1ccc(F)cc1)C(=O)NC1CCN(c2ccccc2)C1=O (centres undefined)	-4

Five entries out of the list above, arranged by the number in mcGAS RapidFire, falling.
| SMILES | mcGAS RapidFire |
| --- | --- |
| CCCOC1Sc2nnc(C)n2N=C1c1ccccc1 (centres undefined) | 0 |
| CCn1nc(C(=O)NCC2CCCCC2)cc1-c1ccco1 | -1 |
| CCOc1ccc(-n2nnc(C(N)=O)c2N)cc1 | -7 |
| CCCC(=O)N1CCC1(C)C(=O)NS(=O)(=O)c1ccc(C#N)cc1 (centres undefined) | -9 |
| O=C(O)C1CN(c2nc3c(c(C(F)(F)F)n2)CCCC3)CCN1 (centres undefined) | -17 |

Additional records:
SMILES	mcGAS RapidFire
Cc1cc(NC2CCN(Cc3ccccc3)C2=O)nc(-c2ccncc2)n1 (centres undefined)	9
Clc1ccc(Oc2nnnn2-c2ccccc2)cc1	-24
COC(=O)CSc1nc2sc3c(c2c(=O)n1CC1CCCO1)CCCC3 (centres undefined)	-9
CC(c1cccnc1)N(C)Cc1cn[nH]c1C(=O)O (centres undefined)	-14
CC#CCNC1(CO)CC(C)CC(C)(C)C1 (centres undefined)	-31
O=C(Cc1csc(Nc2ccc(F)cc2)n1)NCCC1=CCCCC1	-9
Cc1ccc(N2CCn3c2nn(CC(=O)c2ccccc2)c(=O)c3=O)cc1	-9
OCC1(CCOc2ccccc2)CCCN(c2ncnc3nc[nH]c23)C1 (centres undefined)	-11
O=C(CCSCCC(=O)N1CCOCC1)N1CCOCC1	-7
Cc1cc(C)c(N2CCC(=O)N2)c(C)c1	-4
Cc1cc(C)n2nc(C(=O)N3CCC4(CN(C)C(=O)O4)C3)cc2n1 (centres undefined)	-2
Cn1c(=O)[nH]c(=O)c2c1nc(N1CCNCC1)n2Cc1ccc(Cl)cc1Cl	-1
Cc1oc(C)c(C(=O)NC(C)Cc2ccc(Cl)cc2)c1C (centres undefined)	-5
Cc1nc(CC(=O)NC(C)c2ccccc2-n2cccn2)c(C)s1 (centres undefined)	-9
CCc1cc(NCC2CNCCOC2)nc(N2CCCCC2)n1 (centres undefined)	18
CC(C)NCC(O)COc1cccc2[nH]ccc12 (centres undefined)	-4&1
O=C(CCC1CCN(C(=O)[C@@H]2C[C@@H]3C=C[C@H]2C3)CC1)Nc1ccc(F)c(Cl)c1	-9
Cn1c(-c2ccncc2)nc2ccccc21	0
CCc1nnc2sc(-c3cc(C(C)C)[nH]n3)nn12	-31
NC(=O)c1cc2c(cc1N1CCCC1)NC(=O)CC2C1CCNCC1 (centres undefined)	-3
CN(CCOc1ccccc1)C(=O)C1CCC(=O)N(CCN2CCOCC2)C1 (centres undefined)	-1

2 entries picked at random from the list so far:
SMILES	mcGAS RapidFire
Cc1oc(C)c(C(=O)NC(C)Cc2ccc(Cl)cc2)c1C (centres undefined)	-5
OCC1(CCOc2ccccc2)CCCN(c2ncnc3nc[nH]c23)C1 (centres undefined)	-11
